NPR1 activator: GC-A (human) enzyme activation. activation, % at 10 µM. P16066. AID 1671463. HEK293 GC-A cells, cGMP TR-FRET, EC30 ANP; 0% at EC30 ANP, 100% saturating ANP. 0.14% of 370,000 active; in the data active means activation above about 40%
NPR2 activator: GC-B (human) receptor activation. activation, % at 10 µM. 0.11% of 370,000 active. HEK293-GC-B cells, CNP EC30, cGMP TR-FRET; 0% at EC30 CNP, 100% saturating CNP. P20594. AID 1920062;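 active means activation at 10 µM reaching about 35% in either raw or pattern-adjusted values, limit read from the data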
ASAP1 inh: inhibitors of human ASAP1 ArfGAP activity; ASAP1-stimulated ARF1 GTP hydrolysis, GDP FP detection; 0.19% of 360,000 active; inhibition, % at 16.5 µM; AID 624377; Q9ULH1; in the data active means inhibition above about 25%;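 further: 0% = vehicle with enzyme and substrate and 100% = no enzyme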
NR1D1 modulator: Rev-erb alpha (human) modulation | 0.79% of 370,000 active | activity, % at 10 µM | Rev-erbα–FITC-DNA binding, fluorescence polarization, 90 min | P20393;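 active means activity above about 14%, limit read from the data; passing the limit was not always enough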;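 further: 0% = DMSO wells with 35 nM protein and 100% = DMSO wells with 750 nM protein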
ARFGAP1 inh: rat ARFGAP1 inhibition; Q62848; Arfgap1-stimulated ARF1 GTP hydrolysis, GDP FP detection; inhibition, % at 16.5 µM; 0.26% of 360,000 active;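 active means inhibition above a per-plate limit, mean inhibition of low control wells plus 3 SD, cut at about 25% in these data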;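 further: 0% = DMSO wells with enzyme and 100% = wells lacking Arfgap1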
Target sequence (Q62848 1-136 limits assumed): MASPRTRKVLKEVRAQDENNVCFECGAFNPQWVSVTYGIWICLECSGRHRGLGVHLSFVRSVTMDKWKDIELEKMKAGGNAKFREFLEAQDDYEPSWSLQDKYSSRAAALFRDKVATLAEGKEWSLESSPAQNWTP
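Replicates: Single well per compound | Assay system: Truncated rat Arfgap1 GAP domain | Control set: No-Arfgap1 wells (100%) versus DMSO full-reaction wells (0%) | Times: Enzyme reaction 120 min at 25 °C after 20 min preincubation | Reagent: Human ARF1(Δ1-17)-GTP substrate | Measured by: Tracer-displacement fluorescence polarization with EDTA stop, 620/688 nm | Measure: Percent inhibition of Arfgap1-stimulated GTP hydrolysis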
ABHD4 inh: inhibits mouse alpha/beta hydrolase domain 4; Q8VD66; purified mABHD4, FP-Rh probe fluorescence polarization; inhibition, % at 8.92 µM; 0.54% of 370,000 active;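 active means inhibition exceeding the mean over every tested compound plus 3 SD, cut at about 30% in these data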;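 further: 0% = plate median of compound wells and 100% = S159A mutant with DMSO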
Target sequence (Q8VD66 whole entry, looked up, the tested form may be a part): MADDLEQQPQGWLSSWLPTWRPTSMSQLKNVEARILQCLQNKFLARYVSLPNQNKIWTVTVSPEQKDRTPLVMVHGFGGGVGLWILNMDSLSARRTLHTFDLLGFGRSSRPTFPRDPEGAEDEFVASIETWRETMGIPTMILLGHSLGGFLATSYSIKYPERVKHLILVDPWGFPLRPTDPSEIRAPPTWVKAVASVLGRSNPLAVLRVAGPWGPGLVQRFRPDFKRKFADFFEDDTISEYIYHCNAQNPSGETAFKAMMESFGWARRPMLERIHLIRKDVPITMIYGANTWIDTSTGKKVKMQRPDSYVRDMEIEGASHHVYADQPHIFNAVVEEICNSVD
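Test system: mouse ABHD4 enzyme, wild type. Reagent: FP-Rh fluorescent activity-based probe, added after compound pre-incubation. Timing: pre-incubation 45 min, probe exposure 60 min, at 25 °C. Technique: FP readout, ex 525 nm / em 598 nm. Benchmarks: high control S159A mutant with DMSO, low control median of compound wells.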
rCAG binder: molecules binding r(CAG) RNA repeats; 1.3% of 370,000 active; inhibition, % at 3 µM; r(CAG) RNA repeat, TO-PRO-1 dye displacement fluorescence;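 active means inhibition above the plate cutoff, the mean of all test compounds on that plate plus 3 SD, cut at about 35% in these data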;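 further: 0% = DMSO alone and 100% = 100 µM mitoxantrone as full dye displacement; higher means more dye released from RNA so lower well fluorescence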
SMARCA2 activ: increases SMARCA2 function in MMTV reporter cells; 1% of 370,000 active; MG213 cells, MMTV-luciferase reporter, dexamethasone, overnight; activation, % at 9.1 µM; in the data active means activation above about 7.8%;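 further: 0% = vehicle wells and 100% = reference activator wells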
PG9 binder: small molecules binding HIV-1 gp120 antibody PG9. inhibition, % at 6.7 µM. AID 624416. 0.43% of 360,000 active. TR-FRET gp120-PG9 antibody binding; in the data active means inhibition above about 8.5%
HTRA1 inh: HTRA1 (human) protease inhibition; 0.5% of 340,000 active; inhibition, % at 5.96 µM; Q92743; recombinant HTRA1, FP-rhodamine activity-based probe, fluorescence polarization; in the data active means inhibition above about 36%;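 further: 0% = enzyme with DMSO and 100% = wells lacking enzyme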
Target sequence (Q92743 whole entry, looked up): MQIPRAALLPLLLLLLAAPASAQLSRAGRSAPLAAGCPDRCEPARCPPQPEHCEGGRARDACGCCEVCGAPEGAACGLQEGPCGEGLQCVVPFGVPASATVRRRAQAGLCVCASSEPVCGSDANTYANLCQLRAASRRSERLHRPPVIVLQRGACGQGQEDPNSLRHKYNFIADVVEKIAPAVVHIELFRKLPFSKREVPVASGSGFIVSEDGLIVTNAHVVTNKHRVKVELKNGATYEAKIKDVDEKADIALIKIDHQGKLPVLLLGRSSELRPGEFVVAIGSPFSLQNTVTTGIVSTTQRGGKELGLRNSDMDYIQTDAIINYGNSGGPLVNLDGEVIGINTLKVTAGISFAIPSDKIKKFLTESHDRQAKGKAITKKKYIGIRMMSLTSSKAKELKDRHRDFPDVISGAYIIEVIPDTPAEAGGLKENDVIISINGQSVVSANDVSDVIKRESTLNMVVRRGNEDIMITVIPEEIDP
An asterisk follows results filed as active; nt = no result given.

1: O=c1c2ccccc2ncn1-c1ccc([N+](=O)[O-])c(C(F)(F)F)c1
2: C=CCCC1(C(C)C)C(=O)NC(=S)NC1=O
3: COc1ccc2c3c([nH]c2c1)C(C)=NCC3
4: O=c1cccc2n1CC1CNCC2C1 (stereo unspecified)
5: O=C(CNC(=O)c1cccc(Cl)c1)Nc1ccc(Br)cc1C(=O)c1ccccc1
6: O=P(C(Cl)Cl)(N1CCCCC1)N1CCCCC1

compound no.	1	2	3	4	5	6
NPR1 activator	-0.7	-1.1	6.8	4.6	-6.2	0.9
NPR2 activator	5.9	-0.2	-1.1	2.1	2.0	6.0
ASAP1 inh	0.6	-1.9	4.6	15.2	-7.1	-3.0
NR1D1 modulator	-2.0	-3.2	-3.6	-1.0	-2.4	-0.9
ARFGAP1 inh	-3.2	-4.5	-1.2	-0.1	-4.1	-3.9
ABHD4 inh	-0.9	2.0	-4.6	4.5	3.0	-8.3
rCAG binder	3.0	-0.3	1.0	-1.0	0.0	-2.9
SMARCA2 activ	0.1	-0.3	-5.6	-0.3	-1.4	-0.7
PG9 binder	-2.5	1.4	0.9	0.0	0.1	-1.9
HTRA1 inh	-1.0	2.3	28.5	-1.1	-71.3	-1.6

7: CN(Cc1ccccc1)C(=O)CN1CCCC1=O
8: CCC(=NCCN1CCCCC1)c1c(O)n(C)c(=O)n(C)c1=O
9: COc1cc(C=C2C(=O)NC(=O)NC2=O)cc(OC)c1OC
10: CCOC(=O)COc1ccc(/C=C2\C(=O)NC(=S)N(c3ccc(OC)cc3)C2=O)cc1OC
11: O=C(O)c1cc2ccccc2n1C1CCN(Cc2ccccc2)CC1
12: CN1CCN(c2ccc([N+](=O)[O-])c(N/N=C3\CN4CCC3CC4)c2)CC1

compound no.	7	8	9	10	11	12
NPR1 activator	0.5	8.2	-1.2	6.0	0.0	2.7
NPR2 activator	2.5	-4.6	-0.4	0.2	3.0	-0.3
ASAP1 inh	3.6	-5.3	8.9	1.2	nt	-0.2
NR1D1 modulator	-0.6	2.5	-1.4	3.2	-3.2	4.0
ARFGAP1 inh	-2.9	1.9	3.8	2.8	nt	-14.3
ABHD4 inh	4.8	3.6	1.0	8.4	2.8	-0.1
rCAG binder	-3.1	2.8	-2.3	23.9	7.4	-2.4
SMARCA2 activ	-0.7	0.2	2.4	-2.4	-1.4	1.1
PG9 binder	0.1	-2.0	-2.3	-1.4	nt	-1.1
HTRA1 inh	-2.4	5.0	4.1	0.7	nt	8.3

Continued; it opens with the three that closed the last part.
10: CCOC(=O)COc1ccc(/C=C2\C(=O)NC(=S)N(c3ccc(OC)cc3)C2=O)cc1OC
11: O=C(O)c1cc2ccccc2n1C1CCN(Cc2ccccc2)CC1
12: CN1CCN(c2ccc([N+](=O)[O-])c(N/N=C3\CN4CCC3CC4)c2)CC1
13: Cc1ccc(Cc2c(C)nc3nc(SCC(=O)N4CCC5(CC4)OCCO5)nn3c2C)cc1
14: CC(=O)NC1CC2CCCC(C1)N2 (stereo unspecified)
15: Cc1ccc2nc(-c3ccc(CN4CCC(n5c(=O)[nH]c6ccccc65)CC4)cc3)c(-c3ccccc3)nc2c1
16: CCn1ccnc1CN1CCCC(C(=O)c2ccc(OC)cc2OC)C1 (stereo unspecified)
17: Cc1cc(Cl)ccc1OCC(=O)N1CCN(C)CC1
18: CN1CC2=CC(O)CC3Oc4c(O)ccc(c4[C@]23C)C1 (stereo partly specified)

compound no.	10	11	12	13	14	15	16	17	18
NPR1 activator	6.0	0.0	2.7	4.2	2.8	5.2	0.6	4.8	0.6
NPR2 activator	0.2	3.0	-0.3	8.0	1.4	1.9	-4.6	-5.3	6.7
ASAP1 inh	1.2	nt	-0.2	3.8	-13.0	2.0	0.8	-7.4	-6.5
NR1D1 modulator	3.2	-3.2	4.0	3.5	-1.5	-5.3	2.6	4.3	-6.0
ARFGAP1 inh	2.8	nt	-14.3	14.2	6.1	7.4	9.7	10.9	-5.7
ABHD4 inh	8.4	2.8	-0.1	6.5	-1.4	10.7	6.2	2.6	3.5
rCAG binder	23.9	7.4	-2.4	-8.3	-0.7	10.9	-4.4	-1.1	1.8
SMARCA2 activ	-2.4	-1.4	1.1	-2.0	2.8	-0.8	-4.3	1.6	4.2
PG9 binder	-1.4	nt	-1.1	1.1	-0.8	-0.7	0.3	1.6	0.7
HTRA1 inh	0.7	nt	8.3	6.1	7.2	nt	1.5	1.1	6.8

19: O=C(Cn1nc(Cc2cccnc2)c2ccccc2c1=O)N1CCC2(CC1)OCCO2
20: COc1cc(-c2ccc(N)c(OC)c2)ccc1N
21: O=C(c1ccccc1)c1ccc(N=Nc2c(O)[nH]c(=O)[nH]c2=O)cc1
22: CC1CN=C(NCc2ccccc2)S1 (stereo unspecified)
23: CN1C2C=C(N(C(=O)c3ccc(Cl)cc3)c3ccccc3)CC1CC2 (stereo unspecified)
24: Cc1[nH]c2ccc(O)cc2c1CCN

compound no.	19	20	21	22	23	24
NPR1 activator	-3.2	-9.9	0.2	-1.1	-21.0	-4.3
NPR2 activator	5.8	-9.4	-4.6	4.6	-20.8	-3.5
ASAP1 inh	3.5	7.7	6.4	9.7	-12.5	1.4
NR1D1 modulator	1.1	-3.8	-4.7	-0.1	-4.4	0.5
ARFGAP1 inh	-7.5	-8.7	11.4	-1.3	-5.6	11.5
ABHD4 inh	2.6	0.8	0.2	-5.2	0.8	8.0
rCAG binder	-4.4	4.1	1.9	1.0	-5.0	2.6
SMARCA2 activ	-0.8	-5.5	-1.1	0.7	0.5	-2.4
PG9 binder	0.8	-5.6	-0.8	-1.3	-0.1	-2.4
HTRA1 inh	-0.2	3.3	-7.0	-5.2	-0.2	12.7

25: O=c1[nH]c(=O)n(-c2ccc(Cl)cc2)c(O)c1C=Nc1ccc(S(=O)(=O)Nc2nccs2)cc1
26: C[C@]12CCC3C(CC[C@H]4C[C@@H](O)[C@H](O)C[C@]34C)C1CC[C@@H]2O (stereo partly specified)
27: CCN1CCN(Cc2nnnn2C(C)(C)C)CC1
28: COc1ncccc1C(=O)NCC(CC(=O)O)c1ccccc1 (stereo unspecified)
29: Cc1cccc(C)c1-n1nnnc1C(C1CC1)N1CCC2(CC1)C(=O)NCN2c1ccccc1 (stereo unspecified)
30: O=C1NC(=S)NC(=O)C1=Cc1cccc2cc3ccccc3cc12

compound no.	25	26	27	28	29	30
NPR1 activator	0.2	1.9	-0.9	1.7	-3.2	23.0
NPR2 activator	-1.5	-1.2	0.7	4.2	-7.0	6.8
ASAP1 inh	-4.5	-1.4	-0.7	7.4	-12.3	0.8
NR1D1 modulator	4.6	1.7	2.6	0.8	-6.2	7.7
ARFGAP1 inh	5.0	2.3	-13.3	2.9	-7.6	1.9
ABHD4 inh	-5.7	-0.4	1.4	3.8	1.2	4.0
rCAG binder	27.0	-1.3	-1.8	-1.4	3.6	5.0
SMARCA2 activ	-2.8	-2.8	-1.1	-3.5	-1.8	1.5
PG9 binder	-3.8	-1.7	0.9	0.5	-1.6	-1.4
HTRA1 inh	-1.6	10.0	nt	-2.2	nt	-1.1

31: O=C(O)CCn1cc(C=C2C(=O)NC(=O)NC2=O)c(-c2ccc(Br)cc2)n1
32: COc1ccc(C(C)=O)cc1CC(C(=O)c1ccccc1)N(C)C (stereo unspecified)
33: CCN(CC)CCO
34: CCCN(CC#CCO)CCC
35: COC(=O)C1=C(c2ccccc2OCc2ccccc2)C[C@@H]2CC[C@H]1N2C(=O)NCc1ccc(OC)cc1
36: CN1CCN(c2nc3ccccc3c(=O)n2-c2ccccc2)CC1

compound no.	31	32	33	34	35	36
NPR1 activator	1.1	-8.1	-2.3	-3.0	-8.5	3.6
NPR2 activator	-6.9	-6.6	4.0	3.0	-1.4	0.7
ASAP1 inh	7.6	-2.0	-5.9	-14.9	-6.1	-2.8
NR1D1 modulator	-1.9	-0.1	9.4	1.4	-2.7	-6.0
ARFGAP1 inh	11.3	3.6	9.8	5.4	-4.7	-10.7
ABHD4 inh	-6.1	3.0	1.1	-1.1	-7.5	0.9
rCAG binder	-2.7	3.1	0.9	2.3	6.3	0.9
SMARCA2 activ	-1.9	1.8	-2.0	2.1	-0.9	4.8
PG9 binder	0.4	0.2	-0.7	-2.6	1.2	-0.7
HTRA1 inh	1.8	1.6	3.4	5.2	-36.2	7.2

37: O=c1[nH]c(=S)n(C2CC2)c(O)c1C=NCCN1CCOCC1
38: CC(C)(C)n1nnnc1C(CCc1ccccc1)N1CCC2(CC1)C(=O)NCN2c1ccccc1 (stereo unspecified)
39: CNC(=O)c1cccn(Cc2cccc(C(F)(F)F)c2)c1=O
40: CCOc1ccc(-c2cc(C)[n+](CCN(CC)CC)c(-c3ccc(OCC)cc3)c2)cc1
41: Cc1ccc(S(=O)(=O)N2Cc3ccccc3-n3nncc3C2)cc1
42: CN(C)C(=O)NC(O)C(Cl)(Cl)Cl (stereo unspecified)
43: Cc1ccc(-n2c(O)c(/C=N/c3ncc(Br)cc3Br)c(=O)[nH]c2=O)cc1
44: CC(=O)OC1=CC[C@H]2[C@@H]3CC[C@H]4C[C@H](OC(C)=O)[C@@H](OC(C)=O)C[C@]4(C)[C@H]3CC[C@]12C

compound no.	37	38	39	40	41	42	43	44
NPR1 activator	-3.0	-3.9	4.1	12.3	-1.2	2.6	2.4	-2.7
NPR2 activator	4.0	0.6	3.0	4.0	2.6	-1.2	3.3	-5.4
ASAP1 inh	-7.5	-0.9	3.3	0.8	-4.8	7.2	-6.5	-3.1
NR1D1 modulator	1.2	2.3	3.8	-3.4	1.0	6.6	131.3*	-3.0
ARFGAP1 inh	1.4	-8.0	-18.0	11.0	-2.2	-11.4	7.7	6.5
ABHD4 inh	0.5	-2.2	-0.3	5.9	-2.0	1.1	-1.8	-4.9
rCAG binder	0.3	4.2	-1.8	4.5	2.3	-3.6	3.0	-1.1
SMARCA2 activ	-3.0	-3.1	-4.0	-11.0	-3.8	-2.6	2.8	1.2
PG9 binder	-0.4	-0.8	-3.0	0.9	0.4	-0.8	-1.2	1.5
HTRA1 inh	2.5	nt	-4.8	7.0	3.2	0.4	-12.9	-3.4

Assay outcomes from PubChem.

An excerpt; the hit share may differ from the screen's.
